Pf gamet viab: kills late stage P. falciparum gametocytes; P. falciparum stage V gametocytes, ATP luminescence, 24 h; 150,000 compounds, 0.065% hits; inhibition, % at 10.9 µM;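 active means inhibition above the mean plus 3 SD of compounds within the control limits, set per campaign, cut at about 38% in these data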;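 further: 0% = DMSO wells and 100% = medium only without gametocytes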
Numbers without * were called inactive. A portion of the library; the hit share may differ from the screen's.

The first four records, ahead of the listing:
SMILES	Pf gamet viab
CC(NS(=O)(=O)OCC(Cl)(Cl)Cl)c1ccc(C(C)(C)C)cc1 (stereo not drawn)	-4.0
COc1ccc(Cl)cc1N(CC(=O)N1CCCC1)S(C)(=O)=O	7.4
COc1ccc([C@@H]2[C@@H]3C(=O)N(C(C)(C)C)C(=O)[C@@H]3[C@]3(Cc4ccccc4)C(=O)N(c4cccc(Br)c4)C(=O)N23)cc1	-10.2
CCSCc1nc(N)nc(NCCc2ccccc2)n1	-2.3

This part in full (from the top)
SMILES	Pf gamet viab
CC(NS(=O)(=O)OCC(Cl)(Cl)Cl)c1ccc(C(C)(C)C)cc1 (stereo not drawn)	-4.0
COc1ccc(Cl)cc1N(CC(=O)N1CCCC1)S(C)(=O)=O	7.4
COc1ccc([C@@H]2[C@@H]3C(=O)N(C(C)(C)C)C(=O)[C@@H]3[C@]3(Cc4ccccc4)C(=O)N(c4cccc(Br)c4)C(=O)N23)cc1	-10.2
CCSCc1nc(N)nc(NCCc2ccccc2)n1	-2.3
COc1ccc(C2(C)CC(C)(C)Nc3ccccc32)cc1 (stereo not drawn)	-6.6
O=C1CCNCCN1[C@H](CO)Cc1ccccc1	-15.0
CC(=O)Oc1c(C(C)C)cc(N(C(C)=O)c2ccccc2)cc1C(C)C	4.7
CCCNC(=O)C(Cc1ccccc1C)NC(=O)c1ccc(C#N)cc1 (stereo not drawn)	-6.5
O=Cc1cc(-c2ccccc2)[nH]c1-c1ccccc1	24.4
O=C1C=C(c2ccc(C(=O)O)cc2)C[C@@H](c2ccc(F)cc2)C1	26.5
CCCn1c(=N)n(CC(=O)c2ccc(Cl)cc2)c2ccccc21	23.9
COc1cccc(-c2sc3ccc(OC)cc3c2C#CC2(O)CCCCC2)c1	-33.2
N#CC1=C(N)OC2=C(C(=O)CCC2)C1Cc1ccccc1 (stereo not drawn)	0.3
COc1ccc(C(=O)NC23CC4CC(CC(C4)C2)C3)cc1OC	19.1
COc1ccc(NC(=O)C2CC(c3ccc(Cl)cc3)=NO2)cc1OC (stereo not drawn)	-10.9
C[C@H](NC(=O)c1[nH]cnc1C(=O)Nc1ccon1)c1ccccc1	21.8
COc1cc(C(=S)N2CCOCC2)cc(OC)c1OS(=O)(=O)c1ccc(C)cc1	13.5
O=C(CSc1nnc(SCc2ccc(F)cc2)s1)Nc1ccc(C(=O)O)cc1	-38.8
CCOc1cccc(C(=O)NC2=NCCS2)c1	-6.6
CCC(=O)Nc1ccc(C(=O)NNC(=O)c2ccc(Cl)cc2)cc1	1.2
C/C(=C\COc1ccc2ccc(=O)oc2c1)CC[C@@H](O)C(C)(C)O	6.7
COc1ccc2oc(=N)c(C(=O)Nc3cccc(C)c3C)cc2c1	-7.5
C[C@H](CO)N1C[C@H](C)[C@@H](CN(C)C(=O)Nc2ccccc2)Oc2c(NC(=O)Nc3ccc(C(F)(F)F)cc3)cccc2C1=O	-28.4
COC(=O)C(NC(=O)c1ccccc1C(=O)O)c1ccc2ccccc2c1 (stereo not drawn)	5.6
Cc1ccc(OCCCCN2CCCCC2)c(C)c1	2.4

Next part, overlapping the part above by three compounds.
SMILES	Pf gamet viab
C[C@H](CO)N1C[C@H](C)[C@@H](CN(C)C(=O)Nc2ccccc2)Oc2c(NC(=O)Nc3ccc(C(F)(F)F)cc3)cccc2C1=O	-28.4
COC(=O)C(NC(=O)c1ccccc1C(=O)O)c1ccc2ccccc2c1 (stereo not drawn)	5.6
Cc1ccc(OCCCCN2CCCCC2)c(C)c1	2.4
O=C(NCCc1ccccc1)c1nccc2ccccc12	10.9
CC(NC(=O)CSc1ccccc1)c1ccccc1 (stereo not drawn)	8.1
COC(=O)C1=C(CCc2ccccc2)NC(=O)NC1c1ccc([N+](=O)[O-])cc1 (stereo not drawn)	-9.8
CCOC(=O)c1ccc(-n2c(C)nc3ccc(Br)cc3c2=O)cc1	8.5
Cc1ccc(S(=O)(=O)N2CCN(c3ccccc3)CC2)c(C)c1	-4.5
O=c1cc(-c2ccccc2)nc(Sc2ccc([N+](=O)[O-])cc2[N+](=O)[O-])[nH]1	5.9
CCOc1ncnc2c1sc1nc3c(cc12)COC(C)(C)C3	10.7
COc1ccc(-n2c(SCC(C)=O)nc3sc(C)c(C)c3c2=O)cc1	-7.6
Oc1ccc(C[C@@H]2CNCCN2CCCCC2CCCCC2)cc1	-12.7
COc1c(C)cc(S(=O)(=O)NCCN2CCOCC2)c(C)c1C	6.6
O=C(O)CC(CC(=O)O)c1ccsc1	-0.1
C[C@@H]1C(=O)O[C@H](C)[C@H]1C[C@@H](O)[C@](C)(O)C1CC[C@@]2(O)C3=CC(=O)[C@@H]4C[C@@H](O)[C@@H](O)C[C@]4(C)C3CC[C@]12C (stereo partly drawn)	-3.3
COc1ccccc1NC(=S)NNC(=O)c1ccccc1	-21.2
CCn1c(Oc2ccccc2C)nc2c1c(=O)n(C)c(=O)n2C	-10.0
COc1cc(CNc2ccc3[nH]c(=O)[nH]c3c2)ccc1OCc1ccc(F)cc1	11.5
O=C(NCc1ccc(OC(F)(F)F)cc1)c1cccc2c1C(=O)c1ccc(N3CCC(Cc4ccccc4)CC3)cc1S2(=O)=O	4.7
CN(CCOc1cccc2ccccc12)Cc1ccccc1	17.2
Cc1ccc(S(=O)(=O)N2[C@@H](c3ccccc3)C(C(=O)O)=CC[C@H]2c2ccc3c(c2)OCO3)cc1	15.3
OCC[C@H]1C[C@H](O)[C@@H](O)[C@@]2(CCCO2)O1	-7.5
Cc1ccc(C(=O)N/C(=C/c2ccc(-c3ccc([N+](=O)[O-])cc3)o2)C(=O)NCCCN(C)C)cc1	22.1
O=C(OCc1cc(=O)n2c(n1)sc1ccccc12)c1ccc2c(=O)n3c(nc2c1)CCC3	1.7
CCOC(=O)C1CCCN(CC(=O)Nc2nc(-c3ccccc3)cs2)C1 (stereo not drawn)	8.6
CCCOC(=O)C(C)n1cnc2scc(-c3ccc(C)cc3)c2c1=O (stereo not drawn)	-5.5
CCCc1ccc2c(N)c(C#N)sc2n1	11.0
COc1ccc(C2C3=C(CC(C)(C)CC3=O)Oc3ncn4nc(-c5cccnc5)nc4c32)cc1 (stereo not drawn)	0.8

(more compounds)
SMILES	Pf gamet viab
CC(C)CN1CCC(=O)N(CCSc2ccccc2)CC1	-0.8
CCOC(=O)CN1C(=O)N[C@@H](c2ccccc2)[C@@H](C(=O)OC)[C@H]1C	-12.1
COc1cc(C(=O)O)ccc1OCc1ccncc1	8.6
CC(=O)Nc1ccc(S(=O)(=O)NNc2ccc([N+](=O)[O-])cc2)cc1	3.0
COC(=O)C1=C(C)N(Cc2ccccc2)C(=NCc2cccc(C(F)(F)F)c2)N[C@H]1c1cccc(F)c1	-34.8
Nc1c(C(=O)NCc2ccc3c(c2)OCO3)nnn1Cc1ccc(Br)cc1	16.9
O=C(N1CCOCC1)N1CCN(S(=O)(=O)c2ccc(F)cc2)CC1	-18.1
COc1ccc2[nH]c(=O)c(CN(C(=O)c3ccco3)C(C)C)cc2c1	22.2
CCCc1cc(=O)n2[nH]cc(-c3ccc(Cl)cc3)c2n1	-0.1
CCCCCc1ccc(-c2cn(Cc3ccc(C(=O)c4ccccc4)cc3)nn2)cc1	2.8
CCCCCc1ccc(CC(=O)N2CCOCC2)cc1	-1.9
CN(C(=O)c1cc(C(=O)N(C)c2ccccc2)cc([N+](=O)[O-])c1)c1ccccc1	-9.8
C=CCOc1ccc(/C=N/n2nnnc2N)cc1OC	-19.6
O=C(O)c1cccc2c1C(=O)c1cc(Br)ccc1S2(=O)=O	-32.1
COc1ccc(NC(=O)CN2CCc3ccccc3C2)cc1	-10.8
Cc1ccc(SCC(=O)NC(C)c2ccccc2)cc1 (stereo not drawn)	-16.1
COc1ccc(CC(=O)N2CCN(c3ccccc3F)CC2)cc1OC	6.9
O=c1[nH]c(NCCO)c(N=Cc2ccccc2)c(=O)[nH]1	15.5
CC(=O)c1ccccc1OCCCCN1CCCCC1	-3.6
O=C(Nc1ccc(F)c(Cl)c1)c1cccnc1	8.4
O=C(C[C@H]1C(=O)N(CCc2ccccc2)C[C@@H]1Cc1ccccc1)Nc1ccccc1	1.0
CC(C)(C)OC(=O)N1CCC[C@H]1C(=O)O	-41.0
CCOC(=O)[C@@H]1[C@H]2COc3ccccc3[C@@H]2N2C(=O)N(c3ccc(Br)cc3)C(=O)[C@]12C	18.2
CCSc1nsc(NC(=O)Nc2ccccc2Cl)n1	-18.7
O=S1(=O)CCO[C@H]2Cc3ccccc3[C@H]2N1Cc1cccc(C(F)(F)F)c1	-16.5

Some of the entries above, reformatted:
Structure | Pf gamet viab
CCOc1ncnc2c1sc1nc3c(cc12)COC(C)(C)C3 | 10.7
COc1ccc(-n2c(SCC(C)=O)nc3sc(C)c(C)c3c2=O)cc1 | -7.6

Next results follow.
SMILES	Pf gamet viab
COC(=O)C1N2C(=O)[C@@H](NC(=O)COc3ccccc3)[C@H]2SC1(C)C (stereo partly drawn)	25.0
CCCOC(=O)c1ccc(NC(=O)Cc2cccs2)cc1	2.9
CC1(C)Cc2nc3[nH]c(=S)n(-c4ccccc4)c(=O)c3cc2CO1	4.1
CCOc1ccccc1NC(=S)NCc1ccccc1	5.9
C[C@H]1CN=C(N(C)C)N1CCc1cccc(F)c1	3.8
CC(=O)C1=C(c2ccccc2)NC(=O)NC1c1cccs1 (stereo not drawn)	-14.9
O=C(c1ccccc1)N1N=C(C(F)(F)F)CC1(O)c1ccccc1O (stereo not drawn)	-17.5
Cc1ccc(-c2nc(NCCCO)c3ccccc3n2)cc1	17.8
CCOC(=O)C(C)Sc1nc(N2CCOCC2)c2c(c1C#N)CC(C)(C)OC2 (stereo not drawn)	12.3
CN(C)/N=C/C=C1\CC/C(=C\c2ccc(F)c(F)c2)C1=O	-8.1
CCOCCCn1c(SCC(=O)Nc2ccccc2OC)nc2ccccc2c1=O	1.4
CC(=O)NS(=O)(=O)c1ccc(N2C(=O)CC(Sc3nccc(C)n3)C2=O)cc1 (stereo not drawn)	-5.9
CCc1nc(SCc2cc(=O)[nH]c3ccccc23)c2c(C)c(C)sc2n1	3.8
COc1ccc(CCNS(=O)(=O)CC23CCC(CC2=O)C3(C)C)cc1OC (stereo not drawn)	-17.7
O=C1CS/C(=N/N=C/c2ccccc2)N1c1ccc(O)cc1	-1.6
Cc1csc(NC(C)c2nc3cc(C(F)(F)F)ccc3n2CCOCCO)n1 (stereo not drawn)	2.7
CC(C)(Cc1ccccc1)/[N+]([O-])=C\c1ccc(C(F)(F)F)cc1	7.4
COc1cc(C2NC(=O)NC(C)=C2C(=O)OCc2ccc(C)cc2)cc(OC)c1OC (stereo not drawn)	-4.6
CCOc1ccc(-c2cnc(NCc3cccc4ccccc34)n2CCOC)cc1	5.3
COC(=O)N1C(=O)[C@@](c2ccccc2)(C2CCCCC2)N1C(=O)OC	-6.3
Cn1cncc1C#Cc1ccc2c(=O)c3ccccc3oc2c1	-4.7
CCOCCOC(=O)c1ccc(NC(=O)c2cc3ccccc3o2)cc1	14.6
CC(C)(C)c1ccc(OCC(O)CNC(=O)c2ccccc2C(=O)O)cc1 (stereo not drawn)	-11.3
O=S(=O)(N1CCOCC1)N1CCOCC1	-8.5
O=C(Nc1ncccn1)c1ccc([N+](=O)[O-])cc1[N+](=O)[O-]	-6.2

(more compounds)
SMILES	Pf gamet viab
COc1ccc(-c2c(C#Cc3ccsc3)c3cc(-c4ccc5[nH]ccc5c4)ccc3n2C)cc1	-30.2
O=C(Cc1cccc(NC(=O)C2CCCN(C(=O)C3CC3)C2)c1)Nc1cccc(C(=O)N2CCCC2)c1 (stereo not drawn)	8.9
O=C(Nc1ccc2c(c1)Cc1ccccc1-2)c1ccccc1F	0.4
[O-][n+]1c2ccccc2cc2ccccc21	-39.1
CCCC[C@H]1C2=C3[C@@H](CC(C(=O)OC)=C[C@@H](C(=O)OC)[C@H]3C(C)(C)C2=O)n2c(=O)n(-c3ccccc3)c(=O)n21	-33.1
C[n+]1c(-c2ccccc2)sc([S-])c1-c1ccccc1	-21.5
O=C(NNC(=O)C1CC=CCC1)c1ccccc1Cl (stereo not drawn)	-14.4
O=C(Nc1cccc(NC(=O)c2cccc([N+](=O)[O-])c2)n1)c1cccc([N+](=O)[O-])c1	-8.3
CCOc1ccc(Nc2ncnc3c2cnn3C)cc1	-12.5
Cc1ccc(CN2CCCOCCS2(=O)=O)cc1	-11.8
Cc1cc(Cl)ccc1NC(=O)CN1CCCC1	1.8
O=C([C@@H]1CC=C[C@@H]2CCN(C3CC3)C(=O)[C@@H]21)N1CCN(c2ccccc2)CC1	-30.0
CN(c1ccc(C(=O)NCCCn2ccnc2)cc1)S(C)(=O)=O	9.1
CCCOC(=O)N[C@@H]1C(=O)N2C(C(=O)OCCC)=C(C)CS[C@H]12	18.5
CCOC(=O)[C@H]1[C@H]2COc3ccc(Br)cc3[C@@H]2N2C(=O)c3cc(OC)c(OC)cc3NC(=O)[C@@]12C	18.8

For reference, 6 of the compounds above:
SMILES	Pf gamet viab
Cc1ccc(CN2CCCOCCS2(=O)=O)cc1	-11.8
Cc1cc(Cl)ccc1NC(=O)CN1CCCC1	1.8
O=C([C@@H]1CC=C[C@@H]2CCN(C3CC3)C(=O)[C@@H]21)N1CCN(c2ccccc2)CC1	-30.0
CN(c1ccc(C(=O)NCCCn2ccnc2)cc1)S(C)(=O)=O	9.1
CCCOC(=O)N[C@@H]1C(=O)N2C(C(=O)OCCC)=C(C)CS[C@H]12	18.5
CCOC(=O)[C@H]1[C@H]2COc3ccc(Br)cc3[C@@H]2N2C(=O)c3cc(OC)c(OC)cc3NC(=O)[C@@]12C	18.8

Screens (PubChem BioAssay)
